p97 ATPase inh: blocks human p97 ATPase activity; P55072; recombinant p97 ATPase, Kinase-Glo ATP luminescence, 3 h; inhibition, % at 8 µM; 220,000 tested, 0.42% active; AID 1481; in the data active means inhibition above about 15%;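 further: 0% = DMSO vehicle and 100% = wells lacking enzyme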
KLK5 inh: blocks human kallikrein 5 protease activity. Q9Y337. recombinant hK5, fluorogenic AMC substrate cleavage. inhibition, % at 5 µM. 210,000 tested, 0.59% active. AID 873;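 active means inhibition of 40% or more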;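 further: 0% = enzyme controls without compound and 100% = no-enzyme blanks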
Mdm2 ligase inh: Mdm2 E3 ligase (human) inhibition | AID 1230 | signal enhancement, % at 5 µM | 210,000 tested, 0.11% active | cell-based MDM2 ubiquitination luciferase reporter, 2 h; 0 = plate control, 100 = twice control, blank-subtracted;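 active means signal enhancement of 30% or more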;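 further: luminescence tracks abundance of the self-degrading MDM2-luciferase fusion protein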
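Material: Stable MDM2–luciferase fusion reporter cells | Amount: 2000 cells seeded into each well | Dosing: One concentration, 5 µM, with 0.2% DMSO | Incubation: 4 h cell settling then 2 h compound exposure, 37 °C | Measured by: Luciferase luminescence | Read-out basis: % enhancement relative to plate controls after blank subtraction | Benchmarks: Control and blank well means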
FXIa inh: inhibitors of human coagulation factor XIa; P03951; purified FXIa, Boc-Glu-Ala-Arg-AMC fluorogenic substrate; inhibition, % at 5 µM; 220,000 tested, 0.14% active; AID 798;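 active means inhibition of at least 40%; inactive means inhibition below 40%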;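 further: fluorescence of freed AMC excited at 355 nm; 0% = enzyme without compound and 100% = no enzyme blank; many of its hits are not listed in these tables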
Rad51 HR inh: Rad51 (human) homologous recombination inhibition | Q06609 | 200,000 tested, 0.085% active | hRad51 DNA strand exchange, fluorescence dequenching | inhibition, % at 10 µM;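 active means inhibition above 40% at the single screening dose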;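 further: 0% = DMSO control wells and 100% = blanks with heterologous ssDNA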
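System: hRad51 filaments on single-stranded DNA; reagent: Fluorescein- and BHQ1-tagged 47-mer duplex; compound dosing: one concentration, 10 µM final; timing: filaments 15 min 37 °C, then compound 30 min; measured by: fluorescein emission 520 nm, excitation 485 nm; benchmarks: per-plate controls and blanks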
eIF4E 4G PPI: inhibitors of eIF4E and eIF4G interaction in translation initiation; inhibition, % at 21.7 µM; 220,000 tested, 0.37% active; AID 782; TR-FRET eIF4E-eIF4GI(517-606) binding, 2 h;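 active means inhibition above about 30%, limit read from the data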;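 further: 0% = full FRET control wells and 100% = background wells lacking eIF4GI fragment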
14-3-3 Bad PPI: disrupts binding of bovine 14-3-3 zeta to phospho-Bad peptide. P63103. TR-FRET 14-3-3zeta/Dy647-pBad peptide displacement, 1 h. inhibition, % at 21.7 µM. 220,000 tested, 0.71% active. AID 781;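 active means inhibition above about 70%, limit read from the data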;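 further: 0% = full 14-3-3 plus peptide FRET controls and 100% = background without 14-3-3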
Target sequence (P63103 whole entry, looked up): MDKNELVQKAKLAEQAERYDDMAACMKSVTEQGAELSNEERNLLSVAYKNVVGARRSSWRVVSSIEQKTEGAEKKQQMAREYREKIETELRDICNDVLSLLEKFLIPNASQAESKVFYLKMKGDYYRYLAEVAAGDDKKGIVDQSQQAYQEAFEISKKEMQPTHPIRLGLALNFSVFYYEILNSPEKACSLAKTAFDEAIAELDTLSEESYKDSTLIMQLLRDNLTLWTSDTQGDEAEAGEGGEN
Wee1 degr inh: inhibitors of human Wee1 degradation. P30291. HeLa Luc-Wee1K328M stability, luciferase luminescence; 100% = proteasome inhibitor MG132 effect. reporter increase, % at 5 µM. 220,000 tested, 1.2% active. AID 1321;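 active means activation above the mean of all tested compounds plus 3 SD, set per screening run, cut at about 8.8% in these data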;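 further: cells exposed to compound for 20 h before luminescence read; 0% = DMSO alone and 100% = MG132 at 30 µM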
Target sequence (P30291 whole entry K328M): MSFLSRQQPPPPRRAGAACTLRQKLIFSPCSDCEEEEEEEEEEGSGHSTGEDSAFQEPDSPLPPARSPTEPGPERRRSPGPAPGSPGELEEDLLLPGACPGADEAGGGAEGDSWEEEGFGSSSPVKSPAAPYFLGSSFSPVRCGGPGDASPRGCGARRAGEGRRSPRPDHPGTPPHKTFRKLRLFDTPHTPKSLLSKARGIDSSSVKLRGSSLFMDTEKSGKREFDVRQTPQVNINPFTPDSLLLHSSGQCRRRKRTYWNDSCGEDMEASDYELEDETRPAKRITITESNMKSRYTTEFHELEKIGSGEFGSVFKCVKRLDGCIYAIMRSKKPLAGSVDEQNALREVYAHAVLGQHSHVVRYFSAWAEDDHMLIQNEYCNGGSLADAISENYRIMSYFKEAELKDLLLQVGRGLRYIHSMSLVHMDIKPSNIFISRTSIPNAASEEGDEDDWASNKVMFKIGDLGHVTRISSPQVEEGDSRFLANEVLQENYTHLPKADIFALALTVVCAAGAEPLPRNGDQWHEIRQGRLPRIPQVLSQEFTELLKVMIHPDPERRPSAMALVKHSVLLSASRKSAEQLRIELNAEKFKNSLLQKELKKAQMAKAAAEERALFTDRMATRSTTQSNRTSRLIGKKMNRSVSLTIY
FXIIa inh: blocks human coagulation factor XIIa protease activity | P00748 | purified FXIIa, Boc-QGR-AMC fluorogenic substrate, 2 h | inhibition, % at 5 µM | 220,000 tested, 0.3% active | AID 800; in the data active means inhibition above about 40%;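 further: 0% = enzyme with no compound and 100% = blank without enzyme; many of its hits are not listed in these tables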
* = called active by the depositor; / = not tested or not shown; [ ] = remark or other dose.

cpd	Compound	FXIa inh	FXIIa inh	14-3-3 Bad PPI	Wee1 degr inh	p97 ATPase inh	KLK5 inh	Mdm2 ligase inh	Rad51 HR inh	eIF4E 4G PPI
1	O=C(O)COc1ccc(S(=O)(=O)NCCc2ccccc2)cc1	2	12	3[fluorescence artefact?]	-2	0	-21	-9	6	-1[fluorescence artefact?]
2	O=c1[nH]c2ccc(S(=O)(=O)N3CCCCC3)cc2[nH]c1=O	-7	2	3	0	1	-15	2	1	2[fluorescence artefact?]
3	CCC(=O)N1CCN(c2ccccc2NC(=O)Cc2ccccc2)CC1	1	1	-3	-2	2	4	6	2	0
4	C/C(=N/NC(=O)Nc1ccccc1)c1ccc(C)cc1	6	8	-3[fluorescence artefact?]	4	9	-12	16	11	16
5	CN(Cc1ccccc1)S(=O)(=O)c1ccc(NC(=S)NC(=O)C2CCCCC2)cc1	-17	-10	-1	2	-4	13	-10	-2	1
6	Cc1ccc(OCC(=O)NNC(=O)c2ccoc2C)c(Br)c1	7	9	-5[fluorescence artefact?]	-1	2	-14	8	15	1
7	Cc1ccc(NC(=S)NC(=O)c2sc3ccccc3c2Cl)c(C(=O)O)c1	-2	-5	16	-1	3	-18	-18	23	10
8	CC(=O)N1CCc2c(sc3c2c(=O)n(-c2ccccc2)c(=O)n3Cc2ccccc2Cl)C1	8	16	-9[fluorescence artefact?]	2	0	-15	5	2	-1
9	CCN(CC(=O)Nc1ccc(NC(C)=O)cc1)C(=O)c1n[nH]c(=O)c2ccccc12	2	5	-4	-2	3	1	-19	-1	4
10	CC(=O)Nc1ccc(NC(=O)C(C)N2CCN(S(=O)(=O)c3ccc(C)cc3)CC2)cc1 (configuration not stated)	5	3	-9	3	5	-7	4	7	1
11	O=C1C=C(OCc2ccccc2)CN1	5	16	1	0	10	-11	-2	-12	5
12	CC(=O)c1c(C)[nH]c(C2=NNC(=NCc3ccccc3)SC2)c1C	-4	14	11	0	3	-14	-9	-3	-10
13	O=C(CCSCc1ccccc1Cl)N1CCN(c2ccccn2)CC1	-3	5	5	8	-2	-6	-16	6	2
14	CC(Nc1cc(=O)n(C)c(=O)n1C)c1ccccc1 (configuration not stated)	3	12	10	1	4	-30	-6	3	0[fluorescence artefact?]
15	N#C/C(=C\c1ccc(O)c([N+](=O)[O-])c1)C(=O)NCc1ccccc1	0	5	2	-3	6	/	-10	/	1
16	S=c1[nH]nc(Nc2ccccc2Cl)s1	0	5	-10	0	6	-5	-5	-1	15
17	CCOC(=O)C1=NN(C(=O)c2cccc(Br)c2)C(O)(C(C)(C)C)C1 (configuration not stated)	-1	2	-16	3	1	-13	-9	12	-9
18	Cc1ccc(C2=NNC(c3cccc(F)c3)S2)cc1 (configuration not stated)	-9	-3	-18	15*	-1	-15	-82	-29	2
19	CCOc1nc(Nc2cc(Cl)ccc2OC)nc(OCC)n1	13	20	7	-3	0	0	1	1	0[fluorescence artefact?]
20	CCC(c1nnnn1Cc1ccco1)N(CCc1ccccc1)Cc1cc2cccc(C)c2[nH]c1=O (configuration not stated)	2	6	-7[fluorescence artefact?]	-1	2	5	10	4	6[fluorescence artefact?]

Among those listed so far, these contain a Cl atom:
cpd	Compound	FXIa inh	FXIIa inh	14-3-3 Bad PPI	Wee1 degr inh	p97 ATPase inh	KLK5 inh	Mdm2 ligase inh	Rad51 HR inh	eIF4E 4G PPI
7	Cc1ccc(NC(=S)NC(=O)c2sc3ccccc3c2Cl)c(C(=O)O)c1	-2	-5	16	-1	3	-18	-18	23	10
8	CC(=O)N1CCc2c(sc3c2c(=O)n(-c2ccccc2)c(=O)n3Cc2ccccc2Cl)C1	8	16	-9[fluorescence artefact?]	2	0	-15	5	2	-1
13	O=C(CCSCc1ccccc1Cl)N1CCN(c2ccccn2)CC1	-3	5	5	8	-2	-6	-16	6	2
16	S=c1[nH]nc(Nc2ccccc2Cl)s1	0	5	-10	0	6	-5	-5	-1	15
19	CCOc1nc(Nc2cc(Cl)ccc2OC)nc(OCC)n1	13	20	7	-3	0	0	1	1	0[fluorescence artefact?]

Next compounds:
cpd	Compound	FXIa inh	FXIIa inh	14-3-3 Bad PPI	Wee1 degr inh	p97 ATPase inh	KLK5 inh	Mdm2 ligase inh	Rad51 HR inh	eIF4E 4G PPI
21	COCCCNC(=O)C(C#N)c1nc2ccccc2nc1N1CCN(Cc2ccccc2)CC1 (configuration not stated)	0	6	13	-4	-9	-2	1	-8	3
22	COc1cc(/C=N/Nc2nc(C)nc3c2cnn3-c2ccccc2)ccc1O	30	27	10	0	4	28	-89	-20	8
23	Cc1ccc(-n2c(N)c(C(=O)Nc3c(C)n(C)n(-c4ccccc4)c3=O)c3nc4ccccc4nc32)cc1	8	6	46[fluorescence artefact?]	-2	3	-5	-7	-3	7
24	O=C(NC(=S)Nc1ccc(N2CCOCC2)cc1)c1ccc2c(c1)OCCO2	7	8	14	8	4	-5	0	-13	18
25	Cc1ncn(C23CC4CC(CC(O)(C4)C2)C3)n1	16	23	9	-5	-2	-3	-9	-4	-5
26	CC(C)CCOc1ccc(Cl)cc1CN1CCOCC1	-7	9	38	1	-1	13	-13	1	3
27	COc1cc2c(cc1OC)C(Nc1ccccc1)=NC(C)(C)C2	13	11	-11	1	7	1	-12	/	2
28	O=C(Nc1sc2c(c1C(=O)O)CCCC2)c1cccs1	13	10	-10	3	8	2	-19	-13	-4
29	CCOC(=O)N1CCN(Cc2nc3c(c(=O)[nH]c(=O)n3C)n2CCCc2ccccc2)CC1	1	15	1	-3	-1	-9	-12	-9	-4
30	COc1ccnc(CSC(N)=Nc2ccccc2OC)c1	6	17	29[fluorescence artefact?]	-1	0	-6	0	5	7[fluorescence artefact?]
31	CN(C)P(=NC(=O)COc1ccc(Cl)cc1Cl)(N(C)C)N(C)C	-18	-16	-9	1	-4	-13	-18	-4	2
32	Cc1cc(O)c(-c2cc(C(=O)Nc3sc4c(c3C(=O)NCc3ccco3)CCC4)[nH]n2)cc1C	-1	5	8	2	7	-3	/	4	4
33	COc1ccc(OC)c(CNC(=O)CCNC(=O)Cn2ccc3ccccc3c2=O)c1	4	19	5	3	-3	-10	5	0	1
34	CC12CN3CC(C)(CN(C1)C3c1cc(Br)ccc1O)C2=O (configuration not stated)	5	-2	-2	-3	4	-8	0	-2	2[fluorescence artefact?]
35	CC(CCc1ccccc1)NC(=O)CCNC(=O)Cn1ccc2ccccc2c1=O (configuration not stated)	9	6	0	6	6	-3	10	5	-1
36	COc1ccc(-c2nc3ccccc3c(=O)n2CCOc2ccc(C)cc2C)cc1	-4	-1	-5[fluorescence artefact?]	4	0	-8	-6	-14	4
37	CCNC(=O)C(CCSC)NS(=O)(=O)c1ccc(C)cc1 (configuration not stated)	-2	3	8	0	-4	-2	13	6	-6
38	O=C(C1CCC(CNS(=O)(=O)c2cccs2)CC1)N1CCCCC1 (configuration not stated)	14	26	-6	1	-1	-20	-9	/	7
39	CC(NC(=O)CCN1C(=O)c2ccccc2C1=O)c1ccc2c(c1)CCCC2 (configuration not stated)	-10	16	13	0	-6	22	-91	14	6
40	O=c1c(Cl)c(N2CCN(c3ccc(F)cc3)CC2)cnn1C12CC3CC(CC(C3)C1)C2	6	-2	-4[fluorescence artefact?]	-3	-12	39	-42	2	-10

Some of the entries above, reformatted.
Value order: FXIa inh, FXIIa inh, 14-3-3 Bad PPI, Wee1 degr inh, p97 ATPase inh, KLK5 inh, Mdm2 ligase inh, Rad51 HR inh, eIF4E 4G PPI
(37) CCNC(=O)C(CCSC)NS(=O)(=O)c1ccc(C)cc1 (configuration not stated)
 : -2, 3, 8, 0, -4, -2, 13, 6, -6
(38) O=C(C1CCC(CNS(=O)(=O)c2cccs2)CC1)N1CCCCC1 (configuration not stated)
 : 14, 26, -6, 1, -1, -20, -9, /, 7
(39) CC(NC(=O)CCN1C(=O)c2ccccc2C1=O)c1ccc2c(c1)CCCC2 (configuration not stated)
 : -10, 16, 13, 0, -6, 22, -91, 14, 6

Next part.
cpd	Compound	FXIa inh	FXIIa inh	14-3-3 Bad PPI	Wee1 degr inh	p97 ATPase inh	KLK5 inh	Mdm2 ligase inh	Rad51 HR inh	eIF4E 4G PPI
41	COc1cc2c(cc1OC)CN(C(=O)c1ccc(S(=O)(=O)N(C)c3ccccc3)cc1)CC2	-2	7	-8	-3	4	-1	5	19	3
42	Cc1cccc(-c2noc(-c3c(C)noc3C)n2)c1	-4	8	-5	1	-1	1	-15	-6	1
43	CNC(=O)c1ccc(N(Cc2ccccc2C)S(C)(=O)=O)cc1	4	14	8[fluorescence artefact?]	1	4	-24	-2	0	-3
44	CCN1CCN(Cc2nc(N)nc(Nc3ccc(C)c(C)c3)n2)CC1	11	16	2	2	9	3	4	-2	2
45	CCCCN(CC)Cc1c(O)ccc2c3c(c(=O)oc12)CCC3	-44	-81	-2	-4	5	-44	-8	/	-2
46	O=S(=O)(c1cc(Cl)cc(Cl)c1)N1CCCC1c1nc2ccccc2s1 (configuration not stated)	-3	7	13	-1	-4	11	-18	-10	5
47	C/C(=N\NS(=O)(=O)c1ccc(Cl)cc1)c1ccc(NC(=O)c2ccco2)cc1	15	15	16	3	-11	24	5	-8	-13
48	CS(=O)(=O)Nc1cccc(C2=NN(S(C)(=O)=O)C(c3ccc4c(c3)OCO4)C2)c1 (configuration not stated)	-2	-5	-10[fluorescence artefact?]	13*	2	2	8	7	0
49	O=C(/C=C/c1ccccc1)NCCOc1ccccc1	-22	-3	4	7	4	-13	-8	0	3[fluorescence artefact?]
50	CCOC(=O)C(NC(=O)CC)(Nc1ccc(S(N)(=O)=O)cc1)C(F)(F)F (configuration not stated)	2	2	2	-2	7	-2	-11	/	-2
51	O=C(NC1CCCC1)c1ccc(COCC(F)(F)F)o1	4	4	-4	4	-3	-2	4	-2	-6

High-throughput results: PubChem, several laboratories
